Screens (PubChem)
Integrin act MD: activates integrin-mediated alleviation for muscular dystrophy; alpha7betagal myoblasts, beta-gal FDG fluorescence, 48 h; Potency, µM (series often up to 38.3 µM), without a hit: top-dose activation, most hits filed as activators; 350,000 compounds, 0.064% hits;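 note: potency is the fitted concentration of half-maximal effect; 100% = response of the positive control SU9516; nearly all actives have a fitted effect of over 60% in size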
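alpha7betagal+/- myoblasts (passage 13, 250/well) treated 48 h at 37C with compounds at 1:260 dilution of DMSO stock. Lysed, then beta-galactosidase activity read as FDG fluorescence (ex 480/em 540) after 30 min, with pre-read for autofluorescence.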
USP2a inh: inhibitors of human ubiquitin-specific protease USP2a; O75604; USP2 core, Ub-CHOP2 coupled fluorogenic reporter, 485/531; Potency, µM (doses to about 38.3 µM), for the others: top-dose activity change, negative = inhibition, usual class: inhibitors; 330,000 compounds, 0.01% hits;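 note: potency is the fitted concentration of half-maximal effect; plate controls were DMSO wells for no effect and full inhibition by NEM control for full effect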
Target sequence (O75604 whole entry, looked up): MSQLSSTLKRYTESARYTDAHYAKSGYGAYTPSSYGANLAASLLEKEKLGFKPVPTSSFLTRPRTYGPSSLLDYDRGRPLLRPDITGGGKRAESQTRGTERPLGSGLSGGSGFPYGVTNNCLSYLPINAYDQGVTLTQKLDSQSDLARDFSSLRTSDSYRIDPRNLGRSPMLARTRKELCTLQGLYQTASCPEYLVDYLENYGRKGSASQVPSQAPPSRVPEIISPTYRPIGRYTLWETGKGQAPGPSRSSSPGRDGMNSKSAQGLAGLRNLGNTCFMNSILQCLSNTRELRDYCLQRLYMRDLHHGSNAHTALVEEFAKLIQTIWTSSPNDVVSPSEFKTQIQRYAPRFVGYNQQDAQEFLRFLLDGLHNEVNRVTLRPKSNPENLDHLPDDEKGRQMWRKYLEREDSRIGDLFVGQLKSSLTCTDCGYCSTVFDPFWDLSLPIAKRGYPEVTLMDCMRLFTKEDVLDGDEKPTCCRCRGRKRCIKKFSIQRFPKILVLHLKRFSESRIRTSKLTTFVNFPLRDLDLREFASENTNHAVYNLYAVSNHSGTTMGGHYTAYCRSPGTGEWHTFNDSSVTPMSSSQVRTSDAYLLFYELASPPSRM
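Cell-free coupled assay: 10nM USP2 core preincubated 30min RT with compound in Tris-HCl pH 8.0/CaCl2/CHAPS buffer, then 25nM Ub-CHOP2 and 25nM reporter substrate; fluorescence (Ex 485/Em 531) read after 60min RT, normalized to NEM inhibition, concentration-response curves fitted.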
TRPV1 ag: activates the human vanilloid receptor TRPV1. activation, % at 8.33 µM. 320,000 compounds, 0.19% hits. Q8NER1. TRPV1-expressing cells, Fluo-8 calcium influx, agonist mode; in the data active = activation above about 80%; inconclusive = between about 30% and that limit; note: 0% is about no effect
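TRPV1-expressing cells were cultured overnight at 35.5C and loaded with Fluo-8 calcium dye for 40 to 90 min at room temperature. After a 10 s baseline, compound was added and calcium influx was read kinetically for 3 min (ex 480/em 520 nm).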
TSG101-PTAP inh: blocks PTAP/TSG101 interaction to inhibit HIV-1 budding. Fluorescence polarization, FITC-PTAP peptide / Tsg101 binding. 340,000 tested, under 10 active. AID 493005. Potency, µM (highest dose often 115 µM), for inactives: top-dose activity change, negative = inhibition, most hits filed as inhibitors; active = well fitted inhibition curve with a large enough effect in the main read-out, with a control signal flat, not every such curve was filed as active; inconclusive = small, poorly fitted or top-dose-only effect, or effect the other way, or a change in a side signal; inactive = no such curve, though single readings can be large or run the other way; note: potency is the fitted concentration of half-maximal effect; % of control where 0% means no effect
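Steps: Tsg101 binding domain dispensed (10 uM final), compounds pinned in DMSO, FITC-labeled PTAP-motif peptide added (50 nM final); after 20 min binding at room temperature, polarization measured.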
uPA surface inh: cell surface uPA generation inhibition. cell surface uPA generation assay, qHTS. Potency, µM (series often up to 38.3 µM), inactives show at the highest dose activity change, negative = inhibition, most hits filed as inhibitors. 330,000 compounds, 0.31% hits. AID 540303; active = well fitted inhibition curve with a large enough effect; inconclusive = small, poorly fitted or top-dose-only effect; inactive = no such curve, though single readings can be large or run the other way; tested in mouse RAW 264.7 cells; note: potency is the fitted concentration of half-maximal effect; % is set by controls: 0 for no effect and ±100 for the full control effect; nearly all actives have a fitted effect of over 55% in size
p53 reactivator: re-activators of mutant p53 | 320,000 compounds, 0.063% hits | Potency, µM (doses to about 92.2 µM), for inactives: at the highest dose activity change, positive = activation, actives largely listed as activators | H1299 p53-A138V BP100-luciferase reporter, luminescence, 24 h; note: potency is the fitted concentration of half-maximal effect; % of control where 0% means no effect; nearly all actives have a fitted effect of over 45% in size
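p53-null H1299 cells stably carrying temperature-sensitive p53-A138V and a BP100-luciferase reporter were pinned with compounds (4-point, 1:5 series) and held 24 hrs at 37 deg C. Luminescence was read 10 min after detection reagent.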
Eya2 inh: blocks the phosphatase activity of human Eya2. O00167. recombinant Eya2, OMFP fluorescence dephosphorylation (OMFP is methylfluorescein phosphate). Potency, µM (doses to about 76.9 µM), for the others: at the top dose activity, negative = inhibition, hits mostly inhibitors. 330,000 compounds, 0.006% hits. AID 488837; note: potency is the fitted concentration of half-maximal effect; % is set by controls: 0 for no effect and ±100 for the full control effect
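Eya2 (0.2 uM) preincubated 10 min at ambient with compound, then OMFP substrate added at 50 uM; 10 min reaction in 50 mM HEPES pH 7.5, 50 mM NaCl, 5 uM MgCl2, 0.05% BSA, 1 mM DTT. Fluorescence read at Ex 485/Em 525 nm.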
B2AR arrestin: recruits beta-arrestin to the human beta2-adrenergic receptor; beta-arrestin recruitment to beta2AR, cell-based reporter; P07550; Potency, µM (doses to about 46.1 µM), for the others: top-dose activation, actives largely listed as activators; 330,000 compounds, 0.02% hits; AID 492947;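 note: potency is the fitted concentration of half-maximal effect; 0% = DMSO controls and full agonism = EC100 isoproterenol or metaproterenol; nearly all actives have a fitted effect of over 65% in size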
Target sequence (P07550 whole entry, looked up): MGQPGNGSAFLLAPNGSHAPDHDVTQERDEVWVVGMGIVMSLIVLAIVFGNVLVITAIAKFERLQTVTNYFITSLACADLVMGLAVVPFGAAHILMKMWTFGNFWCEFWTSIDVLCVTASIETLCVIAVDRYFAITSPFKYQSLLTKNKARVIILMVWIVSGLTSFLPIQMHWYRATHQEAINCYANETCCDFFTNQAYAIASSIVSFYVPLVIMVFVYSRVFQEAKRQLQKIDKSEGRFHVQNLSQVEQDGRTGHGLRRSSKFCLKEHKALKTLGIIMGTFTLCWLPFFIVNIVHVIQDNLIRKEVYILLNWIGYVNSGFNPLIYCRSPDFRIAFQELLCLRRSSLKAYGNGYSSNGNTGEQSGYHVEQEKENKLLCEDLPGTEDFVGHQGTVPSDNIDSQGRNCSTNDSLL
S-ASM inh: inhibitors of human secretory acid sphingomyelinase. P17405. placental ASM, HMU-PC fluorogenic substrate, 60 min. Potency, µM (titrated, usually from 57.5 µM), inactives show at the top dose activity change, negative = inhibition, most hits filed as inhibitors. 340,000 compounds, 0.006% hits; note: potency is the fitted concentration of half-maximal effect
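Human placenta-derived ASM enzyme was preincubated with compound for 10 minutes at room temperature, then given fluorogenic substrate HMU-PC0 (9 uM final) for 60 minutes at 37 °C; a pH 10 stop preceded fluorescence reading at Ex 386/Em 447 nm.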
ELG1 genotoxic: induces genotoxicity in HEK293T cells with luciferase-tagged ELG1; HEK293T ELG1-luciferase reporter, luminescence, 16 h; Potency, µM (top dose mostly 46 µM), without a hit: top-dose activity change, positive = activation, hits mostly activators; 330,000 compounds, 1.3% hits; AID 504466; note: potency is the fitted concentration of half-maximal effect; % of control where 0% means no effect; nearly all actives have a fitted effect of over 60% in size
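16 hr compound incubation (37 °C, 5% CO2) of HEK293T cells carrying luciferase-tagged ELG1; luciferase then measured by ONE-Glo luminescence after 30 min at RT.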
BRCA1 expr act: activators of BRCA1 expression | MCF7-BRCA1-FFLuc reporter, luminescence, 48 h; response scale: scaled: vehicle 0%, 10 µM genistein 100% | Potency, µM (titrated, usually from 46.1 µM), inactives show at the highest dose activation, usual class: activators | 380,000 compounds, 1.1% hits | AID 624202; note: potency is the fitted concentration of half-maximal effect; nearly all actives have a fitted effect of over 80% in size; some results filed as inactive show a strong effect at the top dose
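Luminescence from a BRCA1-driven firefly luciferase in MCF7 cells was read after 48 h compound exposure at 37 C. Data normalized against DMSO and a 10microM genistein activation control, then curve-fitted across the titration.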
* hit, by the source's call; ? = inconclusive; . = not tested or not shown; [ ] = another dose, or the depositor's remark. Unless noted, calls come from the whole dose curve; as a rule, active = well fitted curve in the direction sought with a large enough effect; inconclusive = small, poorly fitted or top-dose-only effect, or another doubt; inactive = no such curve, though single readings can be large; an effect the other way counts as inactive or inconclusive.

SMILES	Integrin act MD	USP2a inh	TRPV1 ag	TSG101-PTAP inh	uPA surface inh	p53 reactivator	Eya2 inh	B2AR arrestin	S-ASM inh	ELG1 genotoxic	BRCA1 expr act
COc1ccccc1N(CC(=O)NC(C)(C)C)C(=O)c1ccc(Cl)nc1	0%	-1%	1	-2%	0%	-2%	1%	-0.9%	4%	1%	0%
Cc1ccc(NC(=O)c2ccccc2-c2cc(C)no2)cc1	37%	-1%	9	-2%	-33%	-4%	-12%	-0.2%	3%	-1%	-5%
O=C(NNC(=O)c1cnccc1C(F)(F)F)c1cccc(Cl)c1	4%	8%	3	-4%	4%	-3%	18%	1.6%	1%	3%	0%
CN(C)CCn1c2c(c(SCC(=O)Nc3ccccc3)nc1=O)CCCC2	-1%	1%	3	-1%	2%	3%	2%	0.2%	-2%	3%	-3%
O=C(COC(=O)Cc1ccc(Cl)cc1)Nc1ccc(OC(F)F)cc1	17%	2%	13	2%	0%	-1%	4%	-0.2%	-3%	1%	-6%
Cc1ccc(OCc2nnc(NC(=O)OCC(C)C)s2)c(C)c1	.	-1%	3	.	.	-3%	-24%	-0.3%	.	0%	.
COc1ccc(CNC(=O)CN(CCC(C)C)S(=O)(=O)c2ccc3c(c2)OCCO3)cc1	-13%	-4%	?	-4%	-2%	0%	0%	0.2%	1%	-2%	-13%
CN(C(=O)COc1ccc(Cl)cc1Cl)c1nnc(C23CC4CC(CC(C4)C2)C3)s1	-11%	0%	-2	-8%	-3%	-1%	6%	-0.3%	-4%	-1%	-8%
O=C1c2ccccc2S(=O)(=O)N1CC1CC(c2ccccc2)=NO1 (stereo not given)	13%	0%	8	-4%	5%	27%	-10%	-0.9%	0%	4.1µM*	11µM*
CC[C@@]12C(=O)N(c3cccc(Cl)c3)C(=O)N1[C@H](c1ccc(Br)cc1)[C@@H]1C(=O)N(C(C)(C)C)C(=O)[C@@H]12	-4%	3%	12	-6%	8%	-1%	-11%	-0.1%	-5%	-3%	-28%
COc1cc2[nH]c(=O)n(CCCCCC(=O)NCCCN3CCC(C)CC3)c(=O)c2cc1OC	-1%	1%	-1	3%	.	-7%	-2%	0.0%	1%	0%	2%
O=C(CCCCl)NC(=S)Nc1ccc(N2CCOCC2)cc1	0%	0%	-2	-1%	-2%	10%	7%	-0.3%	-2%	?	?
Cc1occc1-c1nnc(SCC(=O)Nc2c(F)cccc2F)n1C	14%	2%	0	1%	-1%	-2%	28%	0.2%	6%	6%	1%
Nc1nnnn1/N=C/c1ccc(O)cc1	10%	2%	-2	-4%	1%	1%	14%	0.1%	54%[activator]	1%	0%
CCN1CCN(c2ccc(NC(=O)c3cccnc3)cc2Cl)CC1	-8%	-4%	0	-2%	4%	15%	-4%	-0.1%	2%	0%	41%
O=C(NC1CC2CCC(C1)N2Cc1nnnn1Cc1ccco1)NC12CC3CC(CC(C3)C1)C2 (stereo not given)	-20%	1%	1	-3%	0%	2%	13%	0.0%	-2%	-8%	-57%
Brc1c(CSc2nncc3ccccc23)nc2ccccn12	0%	0%	0	-4%	.	6%	?	0.3%	1%	7%	-1%
COc1ccccc1/C=C(/C(=O)OCC(=O)Nc1ccc(N(C)C)cc1)c1ccccc1	2%	-6%	7	0%	-5%	7%	-3%	-0.9%	2%	-1%	-31%
Cc1ccc(C)c(NS(=O)(=O)c2ccc3c(c2)NC(=O)CCS3)c1	10%	0%	26	0%	0%	-5%	-8%	-0.1%	5%	-4%	-7%
COc1cc(CN2CCNC(=O)C2CC(=O)N(C)CCN2CCOCC2)cc(OC)c1 (stereo not given)	9%	4%	0	2%	-2%	10%	-16%	-0.4%	10%	6%	15%
CC(OC(=O)CSc1ccc([N+](=O)[O-])cc1)C(=O)NC1CC1 (stereo not given)	-2%	4%	3	-1%	7%	3%	16%	-1.3%	3%	-2%	-10%
COc1cc(C(=O)Nc2cccc(S(=O)(=O)N3CCCC3)c2)cc(OC)c1C	-30%	-1%	5	0%	?	?	-5%	0.1%	-8%	-8%	-45%
N#CC(C(=O)NC1CC1)c1nc2ccccc2nc1N1CCN(C/C=C/c2ccccc2)CC1 (stereo not given)	9%	2%	22	?	6%	2%	-12%	0.2%	9%	0%	-12%
Cc1nc2nc(CNC(=O)OC(C)(C)C)nn2c(C)c1CCC(=O)Nc1ccc2c(c1)OCO2	27%	2%	2	0%	13%	4%	11%	0.2%	-13%	4%	34%
COc1cccc(S(=O)(=O)Nc2ccc(C(=O)NCc3ccco3)cc2)c1	-8%[7.66 µM]	2%	-4	-3%	.	-7%	3%	-0.6%	0%	-3%	-1%
Cc1ccnc(NC(=O)c2ccc(S(=O)(=O)NCc3ccco3)cc2)c1	4%	2%	-6	-2%	-3%	14%	18%	-0.2%	3%	13%	0%
NC(=O)CSc1nc2scc(-c3ccc(Cl)cc3)c2c(=O)n1Cc1ccccc1	8%	-2%	2	-4%	11%	-13%	-6%	-0.5%	-1%	2%	-45%
O=C(Cn1cc2c(n1)CCCC2)NC1CCN(Cc2ccccc2)CC1	1%	2%	.	-4%	-5%	0%	-8%	0.2%	-1%	0%	-1%
CCSc1nnc(-c2ccncc2)n1Cc1ccccc1	-19%	1%	-2	-4%	.	-6%	29%	-0.1%	2%	-2%	1%
O=C(c1cccc(O)c1)N1CCN(C(=O)C2CC2)CC1	3%	6%	.	0%	4%	8%	3%	0.2%	0%	1%	-39%

Record cards, as listed above. Order of values: Integrin act MD	USP2a inh	TRPV1 ag	TSG101-PTAP inh	uPA surface inh	p53 reactivator	Eya2 inh	B2AR arrestin	S-ASM inh	ELG1 genotoxic	BRCA1 expr act
`Cc1nc2nc(CNC(=O)OC(C)(C)C)nn2c(C)c1CCC(=O)Nc1ccc2c(c1)OCO2` reads 27%	2%	2	0%	13%	4%	11%	0.2%	-13%	4%	34%
`NC(=O)CSc1nc2scc(-c3ccc(Cl)cc3)c2c(=O)n1Cc1ccccc1` reads 8%	-2%	2	-4%	11%	-13%	-6%	-0.5%	-1%	2%	-45%
`O=C(Cn1cc2c(n1)CCCC2)NC1CCN(Cc2ccccc2)CC1` reads 1%	2%	.	-4%	-5%	0%	-8%	0.2%	-1%	0%	-1%
`COc1cccc(S(=O)(=O)Nc2ccc(C(=O)NCc3ccco3)cc2)c1` reads -8%[7.66 µM]	2%	-4	-3%	.	-7%	3%	-0.6%	0%	-3%	-1%
`CC(OC(=O)CSc1ccc([N+](=O)[O-])cc1)C(=O)NC1CC1` (stereo not given) reads -2%	4%	3	-1%	7%	3%	16%	-1.3%	3%	-2%	-10%

The list goes on:
SMILES	Integrin act MD	USP2a inh	TRPV1 ag	TSG101-PTAP inh	uPA surface inh	p53 reactivator	Eya2 inh	B2AR arrestin	S-ASM inh	ELG1 genotoxic	BRCA1 expr act
CCOc1cc(C=O)cc(Br)c1OCC(N)=O	-43%	1%	2	-4%	-8%	2%	-2%	-0.1%	1%	-4%	-1%
Cn1c(N)c(C(=O)COC(=O)C2(c3ccc(Cl)cc3)CCCC2)c(=O)n(C)c1=O	-44%	2%	9	1%	7%	-1%	0%	-0.9%	-25%	-16%	-76%
COc1ccc(CNC(=O)CN=C2NC(=O)C(c3ccccc3)(c3ccccc3)N2)cc1	6%	-2%	-1	-2%	2%	26%	0%	0.0%	0%	-3%	39%
CCO/N=C/c1ccc(OC)c(Oc2nc(OC)cc(OC)n2)c1	9%	4%	27	-7%	5%	1%	7%	-0.1%	0%	-3%	-18%
CC(C)(C#CCN1CCCC1)OCCC#N	-13%	0%	4	1%	8%	6%	-4%	-0.2%	1%	1%	-19%
COc1cccc(S(=O)(=O)N2CCOCC2)c1	0%[7.66 µM]	1%	0	-8%	.	-1%	-3%	0.0%	-1%	2%	11%
c1ccc(-n2cc(CN3CCC(N4CCOCC4)CC3)c(-c3ccc4c(c3)OCO4)n2)cc1	1%	1%	2	-2%	0%	-2%	-6%	-0.7%	4%	0%	-40%
COc1ccc(-c2[nH]ncc2CNCCn2cccn2)c(F)c1	4%	-1%	-2	-8%	-24%	1%	-1%	-1.1%	16%	0%	-17%
c1cncc(CNC2CCCc3ccccc32)c1 (stereo not given)	-9%	2%	-2	-9%	.	-12%	2%	-0.7%	4%	2%	0%
